Screening data as filed in PubChem.
hgDAF12 agonist: hgDAF-12 agonism, primary luciferase screen; AID 687014; HEK293 GAL4-hgDAF12 UAS-luciferase reporter, agonist luminescence; normalized to butyrate control; activation, % at 6.8 µM; actives 1.8% (n = 370,000);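 active means activation above a cutoff set at the mean of all screened compounds plus 3 SD, cut at about 10% in these data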;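 further: 0% = DMSO wells and 100% = sodium butyrate wells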
HGIII-sPLA2 inh: Inhibits HGIII-sPLA2 liposome hydrolysis, primary screen. Q9NZ20. QFRET BODIPY PC-A2 liposome hydrolysis, fluorescence. inhibition, % at 12.2 µM. actives 0.56% (n = 370,000);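 active means inhibition above mean plus 3 SD of compounds lying within the high and low control bounds, cut at about 19% in these data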;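 further: 0% = median of test compound wells and 100% = no enzyme DMSO wells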
ADAM17 inh: ADAM17 inhibition, QFRET primary screen | P78536 | recombinant ADAM17, EDANS/DABCYL FRET peptide cleavage | inhibition, % at 6.95 µM | actives 0.83% (n = 370,000) | AID 720648;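 active means inhibition above the mean of compounds lying between control limits plus 3 SD, set per campaign, cut at about 8.5% in these data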;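 further: 0% = DMSO-only wells as the low control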
DAX1 inh-1: blocks DAX1 repression of SF-1 activated StAR promoter | HEK293T StAR-luciferase reporter, SF-1/DAX-1 repression relief | actives 1.1% (n = 370,000) | AID 652010 | inhibition, % at 6.8 µM;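 active means inhibition above the mean over all tested compounds plus 3 SD, cut at about 3.6% in these data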;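 further: 0% = DAX-1 cells with DMSO and 100% = cells lacking DAX-1 with DMSO; higher inhibition means more luminescence from relief of DAX-1 repression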
PLC-beta3 inh: inhibitors of human phospholipase C beta3; inhibition, % at 12.2 µM; Purified PLC-beta3, fluorogenic substrate, fluorescence; Q01970; actives 0.18% (n = 370,000); in the data active means inhibition above about 11%;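 further: 0% = median of compound wells on plate and 100% = full blocker control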
Target sequence (Q01970 whole entry, looked up): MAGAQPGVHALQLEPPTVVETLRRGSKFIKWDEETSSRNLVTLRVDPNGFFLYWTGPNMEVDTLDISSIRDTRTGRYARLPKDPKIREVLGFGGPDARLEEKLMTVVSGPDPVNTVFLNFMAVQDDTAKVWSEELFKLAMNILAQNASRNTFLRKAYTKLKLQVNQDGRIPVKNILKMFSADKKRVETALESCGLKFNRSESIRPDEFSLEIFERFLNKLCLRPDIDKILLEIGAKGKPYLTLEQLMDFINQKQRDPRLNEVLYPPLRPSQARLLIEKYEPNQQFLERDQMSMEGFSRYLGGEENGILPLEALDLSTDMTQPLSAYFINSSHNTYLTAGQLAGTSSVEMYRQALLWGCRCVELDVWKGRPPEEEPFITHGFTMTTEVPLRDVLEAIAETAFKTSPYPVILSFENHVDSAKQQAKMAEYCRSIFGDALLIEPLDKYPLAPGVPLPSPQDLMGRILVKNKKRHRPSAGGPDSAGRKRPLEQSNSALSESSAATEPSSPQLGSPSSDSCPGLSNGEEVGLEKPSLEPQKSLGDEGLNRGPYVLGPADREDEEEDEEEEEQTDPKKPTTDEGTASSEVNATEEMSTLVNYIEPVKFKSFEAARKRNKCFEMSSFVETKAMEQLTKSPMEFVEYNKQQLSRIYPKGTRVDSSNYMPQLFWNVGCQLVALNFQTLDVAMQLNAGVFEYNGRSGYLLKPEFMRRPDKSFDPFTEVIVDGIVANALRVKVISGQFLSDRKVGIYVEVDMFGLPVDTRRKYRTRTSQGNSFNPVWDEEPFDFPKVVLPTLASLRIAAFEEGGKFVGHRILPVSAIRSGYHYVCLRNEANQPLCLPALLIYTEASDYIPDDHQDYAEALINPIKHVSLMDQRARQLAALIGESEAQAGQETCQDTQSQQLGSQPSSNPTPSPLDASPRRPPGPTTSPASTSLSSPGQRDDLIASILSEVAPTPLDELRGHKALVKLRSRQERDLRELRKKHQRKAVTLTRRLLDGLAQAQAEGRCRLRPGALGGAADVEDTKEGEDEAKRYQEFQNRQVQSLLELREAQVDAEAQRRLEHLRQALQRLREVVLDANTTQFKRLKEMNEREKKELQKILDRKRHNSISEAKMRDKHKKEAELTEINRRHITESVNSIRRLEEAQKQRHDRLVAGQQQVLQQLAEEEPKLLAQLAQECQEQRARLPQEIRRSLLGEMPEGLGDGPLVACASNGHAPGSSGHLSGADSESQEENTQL
hcDAF12 agonist: activates DAF-12 receptor from parasite H. contortus | AID 652067 | activation, % at 6.8 µM | actives 1.4% (n = 370,000) | HEK293 hcDAF-12 lit1-tk-luc reporter, luminescence; 0% DMSO, 100% Δ7-dafachronic acid;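 active means activation above the mean of all tested compounds plus 3 SD, cut at about 5.5% in these data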;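 further: 100% = response to 3 µM Δ7-dafachronic acid high control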
ADAM10 inh: inhibits human ADAM10; inhibition, % at 7 µM; AID 720582; actives 0.62% (n = 370,000); recombinant ADAM10, EDANS/DABCYL FRET peptide cleavage, 3 h; O14672;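 active means inhibition above a per-campaign cutoff equal to the mean of compounds falling between control-based bounds plus 3 SD, cut at about 20% in these data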;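 further: 0% = DMSO wells while the 100% control is not disclosed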
GAA850 FXN act: activators of GAA850 frataxin (FXN) promoter; activation, % at 6 µM; AID 540364; HEK293 lucGAA850 FXN promoter luciferase reporter, 24 h; percent of 10 µM SAHA response; actives 0.56% (n = 360,000);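 active means activation above the average of all compounds screened plus 3 SD, cutoff fixed separately per campaign, cut at about 7.5% in these data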;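 further: 0% = DMSO wells and 100% = 10 µM SAHA wells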
PLCg1 inh: inhibitors of human phospholipase C gamma1 | inhibition, % at 12.2 µM | P19174 | actives 0.84% (n = 370,000) | AID 720700 | purified PLC-gamma1, fluorogenic substrate, fluorescence; in the data active means inhibition above about 9.5%
DAX1 inh-2: inhibits human nuclear receptor DAX1; inhibition, % at 6.75 µM; actives 0.99% (n = 340,000); HEK293 Gal4-DAX1 luciferase reporter, luminescence; AID 504766; P51843;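 active means inhibition above the mean over all tested compounds plus 3 SD, cut at about 4.2% in these data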;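 further: 0% = DAX1-transfected cells with DMSO and 100% = empty-vector control cells with DMSO; inhibition shows as a rise in luminescence from relieved DAX1 repression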
ssDAF-12 act: activates DAF-12 receptor from parasite S. stercoralis; activation, % at 6.8 µM; actives 1% (n = 370,000); HEK293 ssDAF-12/GRIP1 lit1-tk-luc reporter, luminescence; % of 3 µM dafachronic acid response; AID 652126;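 active means activation above the mean over all tested compounds plus 3 SD, cut at about 0.9% in these data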;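 further: 0% = DMSO-only wells and 100% = 3 µM delta7-dafachronic acid wells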
The depositor's hits bear a star; . = not tested or not shown.

SMILES | hgDAF12 agonist | HGIII-sPLA2 inh | ADAM17 inh | DAX1 inh-1 | PLC-beta3 inh | hcDAF12 agonist | ADAM10 inh | GAA850 FXN act | PLCg1 inh | DAX1 inh-2 | ssDAF-12 act
COc1ccc(C(=O)NC(C)c2ccccc2)cc1Br (stereo not given) | -4.6 | -2 | 1 | -0.7 | 1 | -2.3 | -7 | -0.6 | 5 | -0.8 | 0.5
COc1cc(O)sc1C=Nc1ccc(Cl)cc1 | 7.0 | 13 | -1 | 0.3 | -4 | 5.4 | -12 | 3.2 | -2 | 0.9 | -0.5
O=C(NC1CCN(S(=O)(=O)c2cccc(F)c2)CC1)c1cccc(F)c1 | 0.8 | -2 | -2 | 0.2 | 5 | -1.2 | 0 | -1.0 | 0 | 0.2 | -1.2
COc1cc(CC(=O)NCc2ccccn2)cc(OC)c1OC | 1.0 | 2 | 1 | -0.4 | 2 | -0.2 | 1 | -1.4 | 5 | 0.0 | -1.6
CN(Cc1ccccc1)C(=O)CNC(=O)Cn1cnc2ccccc2c1=O | -1.6 | 9 | -5 | -1.0 | 1 | -1.7 | -2 | 0.4 | -2 | 3.1 | -1.4
CC(OC(=O)CCCCCN=C1NS(=O)(=O)c2ccccc21)C(=O)Nc1cc(Cl)cc(Cl)c1 (stereo not given) | -0.5 | -53 | 15* | -0.4 | 6 | -2.8 | 29* | 0.9 | 9.7* | -2.0 | -0.6
Cc1ccc(Cn2c(C(C)Nc3nc(-c4ccc(F)cc4)cs3)nc3cc(Cl)c(Cl)cc32)cc1 (stereo not given) | 2.7 | -14 | 5 | 0.2 | 3 | 5.3 | 5 | 2.5 | 4 | -0.2 | 0.8
O=C(NCc1ccc2c(c1)OCO2)NC12CC3CC(CC(C3)C1)C2 | -4.4 | 0 | -1 | 0.9 | 5 | 0.0 | 5 | 2.7 | 6 | 1.3 | -1.3
CCOC(=O)C1CCN(C(=O)c2ccc(Cl)c(Cl)c2)CC1 | -1.5 | -3 | -4 | -1.0 | -1 | -1.7 | 1 | 1.0 | -3 | -0.9 | -1.1
COc1ccc2nc(NC(=O)c3cccs3)sc2c1 | 12* | -14 | -166 | 1.5 | -182 | 6.7* | -358 | 3.6 | -161 | . | 0.3
O=C(NC1CC1)c1cccc2c1C(=O)c1ccc(N3CCC(Cc4ccccc4)CC3)cc1S2(=O)=O | -1.0 | -3 | 0 | -0.4 | -99 | -2.0 | 3 | -1.0 | -69 | -2.6 | -1.9
CCN(CC)CCNC(=O)/C(=C/c1cn(CC)c2ccccc12)NC(=O)c1cc(OC)c(OC)c(OC)c1 | -1.0 | -1 | 0 | 0.1 | -10 | -0.7 | 2 | -0.3 | -9 | -0.9 | -1.1
COc1ccc(N2CCN(CCNC(=O)CCN3C(=O)COc4ccccc43)CC2)cc1 | 1.5 | 4 | 0 | -0.4 | 1 | 1.0 | 7 | 1.9 | 0 | 0.8 | -1.9
O=C(NC1CCCCN(Cc2cccc(Cl)c2)C1=O)c1ccc(Cl)cc1Cl (stereo not given) | -0.5 | 9 | -2 | -2.0 | -1 | -3.9 | 5 | . | 5 | . | -1.4
COCCNC(=O)/C(C#N)=C/c1cc(C(C)C)c(OC)cc1C | -2.5 | -4 | -2 | -1.0 | 5 | -1.4 | -2 | 2.4 | 0 | -2.4 | -1.6
O=C1CN(C(=O)COC(=O)c2cccs2)c2ccccc2N1 | 0.7 | 5 | -7 | 0.3 | -4 | 1.5 | -8 | 1.7 | 4 | 0.9 | -1.1
O=C(CSc1ncn[nH]1)Nc1nc(-c2ccccc2)cs1 | -0.3 | -25 | 0 | -0.9 | 0 | 0.2 | -3 | -2.0 | 0 | -0.3 | -1.4
Cc1ccc(S(=O)(=O)Nc2cccc(C(=O)NCC(c3ccco3)N(C)C)c2)cc1F (stereo not given) | -1.0 | -1 | -3 | -1.5 | -15 | -0.6 | -21 | -0.1 | -8 | 1.4 | -1.4
Cc1nc(NC(=O)COC(=O)C(C)NC(=O)c2ccccc2)c(Cl)cc1Cl (stereo not given) | 1.2 | 3 | -9 | 0.6 | -13 | 0.5 | -12 | 0.4 | -2 | 0.2 | -0.5
Cc1ccccc1C(=O)NCCOc1ccccc1Cl | 12* | -7 | 2 | 2.5 | -3 | 3.1 | 2 | 3.1 | 2 | 5.0* | 1.1*
CCN(CC)c1ccc(/C=N/NC(=O)c2nnn(-c3nonc3N)c2CN(C)C2CCCCC2)cc1 | -2.8 | 11 | -4 | 0.0 | -1 | 1.3 | -3 | -1.0 | 0 | 1.3 | -1.2
Cc1cc(C)c(OCC(=O)N(Cc2cccs2)C2CCS(=O)(=O)C2)c(C)c1 (stereo not given) | -1.1 | -1 | -3 | 0.3 | -6 | -1.2 | -4 | 0.8 | 1 | 0.7 | -1.6
COc1ccccc1NC(=O)Cc1cccc2ccccc12 | -2.1 | -9 | -3 | 0.1 | -8 | -1.5 | 1 | 0.1 | 4 | -1.2 | -1.1
CCOc1ccc(-c2cc(C(=O)N/N=C/c3ccc(O)cc3)c3ccccc3n2)cc1 | -5.7 | -32 | -48 | -1.5 | -239 | -2.2 | -52 | -5.6 | -161 | -2.8 | -1.9
O=C(c1ccc(Br)o1)N1CCN=C1SCc1cccc(F)c1 | -0.6 | -1 | -4 | 1.0 | 0 | 0.7 | -9 | 2.6 | -1 | 1.2 | -1.1
O=C1CCc2cc(S(=O)(=O)N3CCN(Cc4ccc5c(c4)OCO5)CC3)ccc2N1 | -2.7 | -6 | -2 | -0.4 | -12 | -1.9 | -3 | 0.8 | -8 | 1.4 | -1.2
Cc1cccc(N2CCN(C(=O)c3cc(S(=O)(=O)N4CCCC4)cn3C)CC2)c1C | 2.0 | -7 | 2 | -3.1 | -2 | -3.2 | 2 | -3.3 | 5 | -1.6 | -1.2
Cc1[nH]n(-c2cccc(Cl)c2)c(=O)c1C=NCc1ccco1 | 12* | -3 | 0 | 5.8* | 6 | 4.2 | -6 | 5.4 | 7 | 5.7* | 0.5
Cc1ccc(S(=O)(=O)N(C)C)cc1NC(=O)CN1C(=O)NC2(CCCCCCC2)C1=O | -0.6 | -2 | 1 | -0.6 | -5 | -1.4 | -2 | 1.9 | 1 | 0.7 | -1.4
Cc1cc(C)n(C(N)=NC(=O)c2ccccc2)n1 | 7.5 | 8 | 2 | 0.8 | -10 | 4.1 | -7 | 3.4 | -2 | 1.0 | -1.1
O=C(COC(=O)c1ccc(S(=O)(=O)N2CCCCC2)cc1)NC1CCCCC1 | 2.5 | -1 | -6 | 0.0 | 0 | -1.0 | -8 | -0.8 | 2 | 2.4 | -0.9
COc1ccc(CNC(=O)Cn2cccc2C(=O)c2ccccc2C)cc1 | 6.2 | 1 | 1 | 0.9 | -8 | 2.5 | -3 | 3.5 | 1 | 0.6 | -0.3
COc1ccc(CNC(=O)CN2C(=O)NC(C)(c3cccc4ccccc34)C2=O)cc1OC (stereo not given) | -0.4 | -4 | 1 | 0.1 | -5 | -0.3 | -18 | 2.1 | -1 | -1.1 | -1.0
CC(Cc1ccccc1)NC(=O)c1ccc([N+](=O)[O-])cc1 (stereo not given) | 14* | 0 | -1 | 4.8* | 5 | 5.7* | -2 | 6.1 | 1 | 3.1 | 0.5
COc1cc(OC)c(C(=O)OCC(=O)NC2CCCC2)cc1OC | 0.8 | -1 | -2 | -0.3 | 1 | -0.7 | 3 | 0.0 | 2 | 0.2 | -1.6
Fc1ccc(-c2nc3c4ccccc4ccn3c2CC2CCCCC2)cc1 | 3.9 | -1 | 0 | 1.7 | -14 | 6.4* | -17 | . | -3 | . | 1.6*
Cc1ccc(OCC(=O)Nc2ccccc2F)cc1 | 13* | 2 | -4 | 1.6 | 0 | 4.3 | 4 | 1.5 | 1 | 6.1* | 0.1
COc1ccc2nc(NC(=O)CCc3cc(OC)c(OC)c(OC)c3)sc2c1 | 3.3 | -19 | 0 | -0.9 | -4 | -2.9 | -5 | -1.4 | -3 | -0.1 | -2.1
CCC1N=C(SC)NC(C)=C1C(=O)c1ccccc1 (stereo not given) | -3.1 | 4 | 0 | 0.5 | -3 | -0.2 | -4 | -2.3 | 0 | -0.3 | -1.6
CCN(c1ccccc1)S(=O)(=O)c1ccc(Cl)c(NC(=O)CSc2n[nH]c(N)n2)c1 | 0.3 | -6 | 1 | -0.4 | 2 | -3.1 | 4 | 3.4 | 1 | -0.9 | -1.1
CC1(C)CC(=O)C(C2C3=C(CC(C)(C)CC3=O)Oc3ccccc32)=C(O)C1 (stereo not given) | -2.1 | -2 | -3 | -0.4 | -5 | -1.7 | -6 | -1.5 | -1 | 1.1 | -1.4
CCC1SC(N)=NC1=O (stereo not given) | -0.4 | -3 | 1 | -0.4 | 3 | -1.4 | 6 | 0.2 | -1 | 1.1 | -0.7
COc1ccccc1NC(=O)CS(=O)(=O)c1cn(CC(=O)N2CCCC2)c2ccccc12 | 0.9 | 3 | -3 | 0.9 | -11 | -1.3 | -6 | -0.4 | 1 | 0.3 | -0.9
CCc1c(C)sc(NC(=O)/C=C/c2ccc3c(c2)OCO3)c1C(=O)OC | -1.6 | 1 | -1 | -0.2 | -23 | -2.5 | -6 | 1.0 | -21 | -1.3 | -1.1
COc1ccc([N+](=O)[O-])cc1N(CC(=O)N1CCOCC1)S(C)(=O)=O | -0.7 | 5 | 4 | 0.3 | 0 | -1.4 | 5 | 1.8 | 1 | 1.0 | -0.6

Structures from the list above that contain a nitro group on carbon:
SMILES | hgDAF12 agonist | HGIII-sPLA2 inh | ADAM17 inh | DAX1 inh-1 | PLC-beta3 inh | hcDAF12 agonist | ADAM10 inh | GAA850 FXN act | PLCg1 inh | DAX1 inh-2 | ssDAF-12 act
CC(Cc1ccccc1)NC(=O)c1ccc([N+](=O)[O-])cc1 (stereo not given) | 14* | 0 | -1 | 4.8* | 5 | 5.7* | -2 | 6.1 | 1 | 3.1 | 0.5
COc1ccc([N+](=O)[O-])cc1N(CC(=O)N1CCOCC1)S(C)(=O)=O | -0.7 | 5 | 4 | 0.3 | 0 | -1.4 | 5 | 1.8 | 1 | 1.0 | -0.6

Carrying on:
SMILES | hgDAF12 agonist | HGIII-sPLA2 inh | ADAM17 inh | DAX1 inh-1 | PLC-beta3 inh | hcDAF12 agonist | ADAM10 inh | GAA850 FXN act | PLCg1 inh | DAX1 inh-2 | ssDAF-12 act
O=C(O)COc1ccccc1C(Nc1ccccn1)c1cc(Cl)c2cccnc2c1O (stereo not given) | -2.7 | -13 | 2 | 0.4 | -9 | 0.2 | 2 | 2.5 | -4 | 0.6 | -0.8
COc1ccccc1-c1nnc(SCC(=O)N2CCCCC2)o1 | 3.0 | 4 | 3 | 2.4 | -2 | 1.6 | -8 | 5.8 | 4 | 0.0 | -0.5
O=C(COC(=O)C1CC(=O)N(Cc2ccccc2)C1)Nc1ccc2c(c1)OCO2 (stereo not given) | 0.3 | -4 | -3 | -1.3 | -4 | 0.5 | 1 | -1.2 | -7 | -1.4 | -1.1
COc1cc(/C=N/N2CCN(Cc3ccc(C)cc3)CC2)cc(OC)c1O | -3.2 | 2 | -2 | -0.9 | -8 | -3.2 | 5 | 1.8 | -3 | 0.0 | -2.0
